GPR55 activation – selective activators of receptor GPR55 – imaging, U2OS cells, beta-arrestin-GFP redistribution, primary screen (AID 1961); U2OS GPR55 beta-arrestin-GFP redistribution imaging; higher % means a stronger effect; activation, % at 10 µM; hits with a dose series show EC50 in µM; hit rate 0.048% among 290,000;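 active = activation above 40% with more than 50 cells counted in the well; inconclusive = wells holding fewer than 50 cells, flagged as toxic or sparse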;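 note: U2OS osteosarcoma cells stably expressing GPR55 and beta-arrestin-GFP; plate controls were DMSO negative control for no effect and LPI positive control for full effect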
Myeloid diff 2 – promotes myeloid progenitor differentiation. ER-HoxA9 myeloid progenitors, lysozyme-GFP differentiation, flow cytometry. calls only at 10 µM. hit rate 1% among 360,000;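 active = normalized GFP-positive differentiation at or above the plate's own cutoff, the solvent-only control mean plus 3 SD; inconclusive = no clear call, values can overlap the other calls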;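 note: cells exposed to compound for four days before flow analysis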
NTR1 agonist – agonists of NTR1, primary screen, imaging, U2OS cells, beta-arrestin-GFP, high content (AID 493036) | activation, % at 20 µM | hit rate 0.17% among 330,000 | NTR1-U2OS beta-arrestin-GFP spot imaging, agonist mode | P30989;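 active = activation at or above 40% of the spot to cytoplasm intensity ratio, with at least 20 cells analyzed; inconclusive = wells under 20 cells, flagged as cytotoxic or low count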;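 note: 0% = DMSO without peptide and 100% = 100 nM NTR1 peptide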
Target sequence (P30989 whole entry, looked up): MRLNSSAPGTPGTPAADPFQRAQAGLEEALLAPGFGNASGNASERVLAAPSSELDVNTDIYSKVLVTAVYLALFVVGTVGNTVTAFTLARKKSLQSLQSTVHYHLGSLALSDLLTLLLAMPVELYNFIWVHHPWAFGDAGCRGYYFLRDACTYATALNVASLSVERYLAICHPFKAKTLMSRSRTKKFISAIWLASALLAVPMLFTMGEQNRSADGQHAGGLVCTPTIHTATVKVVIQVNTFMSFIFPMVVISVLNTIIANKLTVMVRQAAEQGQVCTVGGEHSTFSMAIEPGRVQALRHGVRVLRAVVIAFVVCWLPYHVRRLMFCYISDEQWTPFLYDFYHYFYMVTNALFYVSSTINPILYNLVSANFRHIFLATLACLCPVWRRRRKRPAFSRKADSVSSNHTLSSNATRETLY
T cell modulator – T cell immune modulators affecting CD8 T cell-vesicle binding; 2C CD8+ T cell-vesicle binding, flow cytometry; active compounds read low; calls only at 7 µM; hit rate 0.068% among 330,000;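 active = response, share of CD8 T cells binding vesicles, and their 90th percentile fluorescence all below set limits, cut at about 80% in these data, passing the limit was not always enough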
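Assay system – 2C mouse CD8+ T cells · Also added – QL9-loaded Drosophila micro-vesicles · Timing – Cell–vesicle co-incubation 1.5 h at 37 °C, staining 20 min on ice · Signal – flow cytometry of vesicle-bound cells · Measure – percent CD8+ FL2 mean versus row control · Controls – Peptide-free naked vesicles (low) and QL9 vesicles with 0.7% DMSO vehicle (high)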
KOR beta-arrestin-1 – KOR antagonists, beta-arrestin recruitment, cell-based, luminescence, uHTS (AID 1778) | inhibition, % at 10 µM, or IC50 in µM where a hit was titrated | KOR beta-arrestin recruitment, luminescence, antagonist mode; higher % means a stronger effect | hit rate 0.091% among 290,000; note: strong numbers were not always called active
HEK293 NOD2/NF-kB – NOD2 signaling inhibitors, cell-based, luminescence, uHTS, HEK293 (AID 1566); HEK293 NOD2/NF-kB luciferase reporter, luminescence; higher % means a stronger effect; one-dose inhibition, % at 4 µM; EC50 in µM for titrated hits; hit rate 0.63% among 290,000; note: many of its hits are not listed in these tables
KOR beta-arrestin-2 – kappa opioid receptor activators – cell-based, luminescence, uHTS, primary screen (AID 1777); KOR beta-arrestin recruitment, luminescence; higher % means a stronger effect; one-dose activation, % at 10 µM; EC50 in µM for titrated hits; hit rate 0.02% among 280,000; in the data active = activation above about 50%, passing the limit was not always enough; note: a part of the inactive calls stands beside numbers as strong as those of hits
GPR55 antagonists – inhibition of LPI-stimulated GPR55 beta-arrestin translocation – imaging, U2OS, beta-arrestin-GFP, LPI agonist, primary screen (AID 2013); U2OS GPR55 beta-arrestin-GFP translocation imaging, LPI antagonism; higher % means a stronger effect; hit rate 0.13% among 290,000; inhibition, % at 10 µM; hits with a dose series show IC50 in µM;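 active = spots per cell inhibited over 60%, with over 100 cells counted and total cytoplasm intensity under 500,000; inconclusive = wells with under 100 cells, flagged as likely toxic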;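 note: U2OS cells stably carrying GPR55 and arrestin-GFP stimulated by 5 µM LPI near EC80; imaged beta-arrestin-GFP aggregate spots per cell after agonist stimulation; plate controls were LPI-stimulated DMSO wells for no effect and DMSO wells without LPI for full effect; some results filed as inactive read as strong as hits; confirmed hits need IC50 under 10 µM and bright autofluorescent wells are also inconclusive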
NOD1 inhibition – inhibition of NOD1-driven NF-kB reporter – cell-based, luminescence, uHTS, primary screen (AID 1578) | inhibition, % at 4 µM, or EC50 in µM where a hit was titrated | NOD1-driven NF-kB luciferase reporter cells, luminescence; higher % means a stronger effect | hit rate 1% among 290,000; in the data active = inhibition mostly above about 36%, no sharp cut-off; inactive = mostly below about 34%;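 note: HEK-293T reporter cells stimulated with the NOD1 agonist gamma-tri-DAP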
T cell modulator vesicle-bound % – also measured in T cell modulator; calls as there; double positive events, %; measured here: CD8+ vesicle-bound cell fraction;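 binding gate set so that unloaded-vesicle control wells show 10% double positive cells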
NTR1 agonist cell count 20 µM – recorded beside NTR1 agonist, whose call it bears; cell count; measured here: cell count, cytotoxicity flag
Myeloid diff 2 GFP+ MAC1+ % – second read-out of Myeloid diff 2, no call of its own (marks repeat the call); GFP+ MAC1+ double positive, %; measured here: differentiation confirmed by MAC1 staining
* = called active by the depositor; i = inactive; ? = inconclusive; . = no result given; [ ] = another dose, or the depositor's remark. Cut-off read from the data, not from the text of the source, unless noted: active = inhibition above about 50%; inactive = the rest. A portion of the library; rates above refer to the full screens.

nr	smiles	GPR55 activation	Myeloid diff 2	Myeloid diff 2 GFP+ MAC1+ %	NTR1 agonist	NTR1 agonist cell count 20 µM	T cell modulator	T cell modulator vesicle-bound %	KOR beta-arrestin-1	HEK293 NOD2/NF-kB	KOR beta-arrestin-2	GPR55 antagonists	NOD1 inhibition
1	CCCOc1ccccc1C1NC(=O)NC(C)=C1C(=O)OCc1ccccc1 (stereo unspecified)	-0.3%	i	3.2	8.3	47	i	26	-23%	12%	-1.6%	-4%	-8%
2	C#CCOCCOCCOCCNc1nc(N2CCN(C(=O)[C@H](CCC(=O)O)n3cc(C(N)CO)nn3)CC2)nc(N2CCN(C(=O)[C@H](CCCCN)n3cc(C(N)CC(C)C)nn3)CC2)n1 (stereo partly specified)	1.0%	.	.	5.1	77	.	.	-2%	-5%	7.4%	-8%	4%
3	Cc1nn(Cc2ccccc2)c(Cl)c1/C=C/C(=O)OCC(=O)NC(C)C(C)C (stereo unspecified)	0.2%	i	0.7	0.6	67	i	22	-39%	0%	-4.5%	8%	-11%
4	Cc1csc(SCC(=O)Nc2cc(C(C)(C)C)nn2-c2ccccc2)n1	-0.2%	i	1.5	0.0	83	i	13	-23%	8%	.	8%	-20%
5	CCC1(C)Cc2c(sc3[nH]c(=S)n(Cc4ccccc4)c(=O)c23)CO1 (stereo unspecified)	0.1%	i	0.6	-0.9	52	i	40	8%	23%	-4.2%	4%	16%
6	Cc1ccccc1NC(=O)CC1(c2ccc(N(C)C)cc2)C(=O)c2ccccc2C1=O	0.0%	i	0.6	-0.8	77	i	41	-20%	-2%	3.0%	-6%	13%
7	COc1ccc(CCNC(=O)CNC(=O)Cn2cnc3sc(C)c(C)c3c2=O)cc1OC	0.0%	i	0.5	0.7	68	i	51	-5%	-8%	19%	-3%	-10%
8	NC(=S)N/N=C/c1ccccc1OCc1cccc(Cl)c1	-0.1%	i	1.1	16	42	i	45	4%	9%	0.9%	20%	8%
9	O=C(CCCCn1c(=O)c2ccccc2n(CC(=O)NC2CCCC2)c1=O)NCc1ccco1	0.0%	i	0.5	1.2	35	i	2	-12%	7%	-9.1%	-3%	18%
10	CCCCCOc1ccc(C(=O)NC(CCC)C(=O)O)cc1 (stereo unspecified)	0.2%	i	0.8	1.2	38	i	3	7%	12%	1.3%	-1%	-26%
11	O=C(N/C(=C\c1ccccc1)C(=O)N1CCOCC1)c1ccccc1Cl	0.3%	i	0.7	-0.4	54	i	63	13%	20%	-3.6%	1%	5%
12	Cc1ccccc1NCN1C(=O)C2CCC(C)(C1=O)C2(C)C (stereo unspecified)	0.0%	i	0.4	4.4	46	i	30	-2%	-3%	-0.7%	-10%	-1%
13	COc1ccc(S(=O)(=O)N2Cc3ccccc3CC2C(=O)O)cc1 (stereo unspecified)	0.0%	i	0.8	-0.7	84	i	50	4%	6%	-1.2%	4%	3%
14	Cc1ccc(-c2csc3nc4c5ccccc5c(NCCCN5CCOCC5)nn4c(=O)c23)cc1	1.3%	.	.	24	80	i	46	-158%[20 µM]	29%	-2.2%	0%	-38%
15	Cc1cc(C)n(C(=O)COc2ccc(Cl)cc2Cl)n1	-0.3%	i	6.6	-0.1	49	i	7	0%	18%	-0.4%	5%	-21%

Part of the list above, limited to GPR55 activation:
| No. | canonical_smiles | GPR55 activation |
| --- | --- | --- |
| 5 | CCC1(C)Cc2c(sc3[nH]c(=S)n(Cc4ccccc4)c(=O)c23)CO1 (stereo unspecified) | 0.1% |
| 6 | Cc1ccccc1NC(=O)CC1(c2ccc(N(C)C)cc2)C(=O)c2ccccc2C1=O | 0.0% |
| 7 | COc1ccc(CCNC(=O)CNC(=O)Cn2cnc3sc(C)c(C)c3c2=O)cc1OC | 0.0% |

New compounds follow:
nr	smiles	GPR55 activation	Myeloid diff 2	Myeloid diff 2 GFP+ MAC1+ %	NTR1 agonist	NTR1 agonist cell count 20 µM	T cell modulator	T cell modulator vesicle-bound %	KOR beta-arrestin-1	HEK293 NOD2/NF-kB	KOR beta-arrestin-2	GPR55 antagonists	NOD1 inhibition
16	COc1ccc(C(=O)NC(=S)NNC(=O)[C@H]2C[C@@H]2c2ccccc2)cc1OC	-0.1%	i	0.9	-1.0	46	i	3	7%	17%	-3.4%	6%	-3%
17	CCc1cc2c(=O)c(-c3ccc4c(c3)OCCO4)coc2cc1OC(=O)c1ccco1	-0.1%	i	0.3	9.1	96	i	37	3%	-132%	9.8%	11%	-57%
18	CCC(=O)Nc1ccc2c(c1)ncn2-c1ccccc1	-0.2%	?	.	1.2	93	i	60	20%	-45%	-3.1%	20%	-46%
19	Cc1nn(S(=O)(=O)c2ccc(Cl)cc2)c(C)c1Sc1ccc([N+](=O)[O-])cc1	0.1%	i	0.6	.	.	i	48	-8%	16%	7.7%	13%	46%
20	CCOC(=O)N1CCN(C(=O)C2CCC(CNS(=O)(=O)c3ccccc3)CC2)CC1 (stereo unspecified)	0.4%	i	1.1	0.5	31	i	36	0%	21%	2.5%	14%	-31%
21	O=C(Nc1cccnc1)c1ccc(Cl)c(S(=O)(=O)N2CCc3ccccc32)c1	0.9%	i	0.4	8.5	50	i	50	-24%	43%	5.5%	-2%	-20%
22	Cc1nc2ccccc2n1S(=O)(=O)c1ccc(S(=O)(=O)N2CCCCCC2)cc1	-0.3%	i	0.6	2.6	96	i	22	-27%	14%	-8.3%	-3%	-8%
23	COc1ccc(NC(=S)NNC(=O)c2cccs2)cc1	0.1%	i	1.1	1.5	76	i	24	-12%	-25%	-1.0%	2%	-26%
24	COc1ccc(CNS(=O)(=O)c2ccc(Br)s2)cc1	-0.1%	i	1.6	-0.1	96	i	22	-15%	14%	-6.6%	15%	-5%
25	O=C(O)CCC(=O)Nc1ccc(OCC(=O)O)cc1	-0.1%	i	1.3	-1.1	100	i	30	24%	5%	5.2%	-7%	-14%
26	Cc1ccc(-c2nn(C)c(=O)c3ccccc23)cc1S(=O)(=O)N1CCOCC1	0.2%	i	0.9	5.1	52	i	56	24%	13%	7.1%	-5%	-19%
27	COc1ccc(CC(=O)NC2CCSc3ccccc32)cc1OC (stereo unspecified)	-0.1%	i	3.1	0.9	60	i	11	-11%	3%	0.7%	2%	-16%
28	CN(Cc1cccs1)c1nc(-c2cccnc2)nc2ccccc12	-0.2%	i	0.4	7.4	52	i	44	7%	12%	-1.1%	5%	-37%
29	CN(CC(=O)NCc1ccccn1)S(=O)(=O)c1ccc(Br)cc1	-0.1%	i	0.3	0.0	37	i	30	22%[20 µM]	21%	.	-8%	-24%
30	Nc1nc(-c2cccnc2)nc2sc3c(c12)CCCC3	-0.1%	i	0.6	4.1	58	i	43	-68%[20 µM]	-108%	.	3%	-24%
31	Cc1ccc(S(=O)(=O)NNC(=O)c2snnc2C)cc1	-0.1%	i	2.5	-3.2	89	i	50	-8%	13%	0.1%	3%	8%
32	CCOC(=O)N1CCc2c(sc(NC(=O)c3ccc(S(=O)(=O)N4CCCC4)cc3)c2C#N)C1	0.8%	i	3.1	3.6	63	i	17	20%	38%	0.3%	0%	-11%
33	O=C(CS(=O)c1ccc(C(F)(F)F)cc1[N+](=O)[O-])Oc1ccc(Cl)cc1 (stereo unspecified)	0.3%	i	0.7	12	76	i	21	7%	2%	-1.6%	0%	15%
34	O=C(CCc1ccccc1)Nc1ccc(NC(=O)c2ccco2)nc1	-0.2%	i	0.8	-1.0	51	i	47	10%	-33%	-1.4%	6%	-46%
35	COc1ccc(CCN=Cc2ccccc2O)cc1OC	-0.1%	i	0.6	0.5	66	i	27	7%	23%	-3.2%	2%	5%
36	O=C(O)CSc1nc(-c2cccs2)cc(C(F)(F)F)n1	-0.1%	i	0.1	-0.5	24	i	57	-8%[20 µM]	-3%	.	-3%	-5%
37	O=S(=O)(Cc1ccc(Cl)cc1)N1CCN(c2ncccn2)CC1	-0.1%	i	4.6	1.0	62	i	20	-2%	8%	-1.0%	18%	-24%
38	O=C(Cc1ccc([N+](=O)[O-])cc1)NCc1ccccc1Cl	-0.2%	i	1.0	0.8	53	i	49	.	-4%	-1.7%	-3%	-22%
39	CC1(C)CC2(CCO1)OC(=O)CC2C(=O)Nc1cccc2ccccc12 (stereo unspecified)	-0.1%	i	1.4	-2.0	94	i	60	-17%	-1%	5.2%	-11%	12%
40	FC(F)(F)c1ccc(N2CCN(Cc3ccc4c(c3)OCO4)CC2)nc1	0.4%	i	0.6	2.7	67	i	46	7%	-9%	-2.2%	6%	-30%
41	COc1cc2c(cc1OC)C(c1cccc(Br)c1)CC(=O)N2 (stereo unspecified)	-0.2%	i	0.2	0.4	57	i	45	-7%	20%	-2.2%	12%	36%
42	CCOC(=O)c1ccc(NC(=O)N2C3CCCC2CC(NC(C)=O)C3)cc1 (stereo unspecified)	-0.3%	i	0.5	0.7	53	i	62	-65%[20 µM]	6%	0.4%	-5%	33%
43	Nc1nonc1-c1noc(CCCCCN2C(=O)c3ccccc3C2=O)n1	-0.1%	i	1.5	2.2	54	i	32	10%	-8%	-0.5%	-2%	-30%

Source: PubChem BioAssay
